Tau FP inhib: qHTS for Inhibitors of Tau Fibril Formation, Fluorescence Polarization | K18 P301L tau heparin fibrillization, Alexa594 FP, 6 h | AID 1468, 2008 | Microtubule-associated protein tau (Homo sapiens), P10636 | Potency, µM (series often up to 57.7 µM), inactives show top-dose activity, negative = inhibition, usual class: inhibitors | hit rate 0.39% among 280,000; further: nearly all actives have a fitted effect of over 55% in size
Target sequence (P10636 561-689 P618L limits assumed): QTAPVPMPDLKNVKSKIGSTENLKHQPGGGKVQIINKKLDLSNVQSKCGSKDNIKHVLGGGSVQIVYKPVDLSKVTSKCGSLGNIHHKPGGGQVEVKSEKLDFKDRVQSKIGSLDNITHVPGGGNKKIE
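Steps: dispense K18 P301L tau (15 uM plus 0.24 uM Alexa 594 tracer, final) in pH 7 sodium acetate; add compound; add heparin (20 uM final); incubate 6 hr, 37 C; add ThT (30 uM final); after 1 hr ambient, read FP.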
TRb SRC2 PPI: qHTS for Inhibitors of the Interaction of Thyroid Hormone Receptor and Steroid Receptor Coregulator 2. Thyroid hormone receptor beta (Homo sapiens), P10828. TRbeta-SRC2 peptide binding, fluorescence polarization; receptor liganded with 1 µM T3. Potency, µM (top dose mostly 106 µM), inactives show at the top dose activity change, negative = inhibition, most hits filed as inhibitors. hit rate 0.065% among 280,000;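 further: plate controls were bound peptide for no effect and peptide without receptor for full effect; nearly all actives have a fitted effect of over 50% in size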
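Read-out is fluorescence polarization (555 nm excitation, 632 nm emission) of a Texas Red SRC2 coactivator peptide; loss of signal reflects blocked binding to human TRb ligand-binding domain in the presence of 1 uM T3.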
ALDH1A1 block: qHTS Assay for Inhibitors of Aldehyde Dehydrogenase 1 (ALDH1A1); Potency, µM (highest dose often 75.3 µM), without a hit: at the top dose activity, negative = inhibition, usual class: inhibitors; AID 1030, 2008; Purified ALDH1A1, NADH fluorescence, propionaldehyde substrate; hit rate 7.3% among 220,000; Aldehyde dehydrogenase 1A1 (Homo sapiens), P00352; active means well fitted inhibition curve with a large enough effect, not every such curve was filed as active; inconclusive means small, poorly fitted or top-dose-only effect, or another doubt; inactive means no such curve, though single readings can be large or run the other way;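 further: plate controls were no enzyme wells and a reference inhibitor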
Target sequence (P00352 whole entry, looked up): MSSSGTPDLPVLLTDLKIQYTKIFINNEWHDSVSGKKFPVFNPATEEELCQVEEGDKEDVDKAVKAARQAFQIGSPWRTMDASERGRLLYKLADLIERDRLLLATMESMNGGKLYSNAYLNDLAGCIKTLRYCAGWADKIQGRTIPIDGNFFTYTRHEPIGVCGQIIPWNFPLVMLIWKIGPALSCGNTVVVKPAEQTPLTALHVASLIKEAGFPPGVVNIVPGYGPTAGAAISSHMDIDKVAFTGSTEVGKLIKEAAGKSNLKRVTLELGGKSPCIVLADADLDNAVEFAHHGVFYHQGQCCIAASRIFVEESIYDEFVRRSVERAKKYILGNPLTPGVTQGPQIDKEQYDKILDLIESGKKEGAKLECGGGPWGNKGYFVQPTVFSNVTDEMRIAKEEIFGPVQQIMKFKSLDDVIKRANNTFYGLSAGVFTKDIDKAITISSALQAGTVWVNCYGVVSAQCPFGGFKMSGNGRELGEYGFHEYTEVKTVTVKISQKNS
Tau fluor counter: Counterscreen qHTS for Inhibitors of Tau Fibril Formation, Fluorescence Polarization | tau K18 P301L Alexa594 fluorescence, heparin fibrillization | Potency, µM (doses to about 57.7 µM), for inactives: top-dose activity change, negative = decrease | hit rate 0.93% among 280,000 | AID 1463, 2008; further: nearly all actives have a fitted effect of over 55% in size
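Human tau K18 P301L (15 uM unlabeled, 0.24 uM Alexa 594-labeled) in 100 mM sodium acetate pH 7 with 20 uM heparin, 6 hr at 37 C. ThT 30 uM added, 1 hr ambient; Alexa 594 FP and total fluorescence read at 555/632 nm.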
GLA spleen mod: qHTS Assay for Inhibitors and Activators of Human alpha-Galactosidase From Spleen Homogenate | Alpha-galactosidase A (Homo sapiens), P06280 | human spleen homogenate, 4MU-alpha-Gal fluorescence, 40 min | Potency, µM (titrated, usually from 80 µM), for inactives: at the highest dose activity change, negative = inhibition, usual class: inhibitors | hit rate 0.008% among 240,000;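 further: 0% = enzyme with vehicle and -100% = no enzyme basal signal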
Target sequence (P06280 32-429 limits assumed): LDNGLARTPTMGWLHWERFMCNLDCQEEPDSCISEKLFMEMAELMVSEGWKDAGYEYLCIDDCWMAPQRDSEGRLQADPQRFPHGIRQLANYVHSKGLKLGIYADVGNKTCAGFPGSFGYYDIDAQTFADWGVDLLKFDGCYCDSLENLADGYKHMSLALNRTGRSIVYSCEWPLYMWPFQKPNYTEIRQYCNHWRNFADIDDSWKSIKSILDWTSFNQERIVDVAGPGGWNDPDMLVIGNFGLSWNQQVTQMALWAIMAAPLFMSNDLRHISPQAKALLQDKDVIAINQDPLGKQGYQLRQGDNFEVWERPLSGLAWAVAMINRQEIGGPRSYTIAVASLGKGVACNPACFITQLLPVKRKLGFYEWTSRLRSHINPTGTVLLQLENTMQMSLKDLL
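Spleen homogenate 1 ug + cpd (titration) + 4-MU-alpha-D-galactopyranoside 1 mM; 37C 40 min; 50 mM citrate/phosphate pH 5.0, 0.01% Tween-20; stop pH 10; fluorescence 365/440; AC50 via Hill.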
Tau fibril ThT: qHTS for Inhibitors of Tau Fibril Formation, Thioflavin T Binding; Potency, µM (series often up to 57.4 µM), without a hit: at the highest dose activity, negative = inhibition, most hits filed as inhibitors; hit rate 2.1% among 270,000; Microtubule-associated protein tau (Homo sapiens), P10636; recombinant tau K18 P301L (four-repeat tau fragment), heparin-induced fibrillization, ThT fluorescence; AID 1460, 2008; further: nearly all actives have a fitted effect of over 55% in size
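In this qHTS, human K18 P301L tau is incubated with compound and heparin for 6 hr at 37 C, and Thioflavin T fluorescence then reports fibril load.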
TexasRed fluor: Total Fluorescence Counterscreen for Inhibitors of the Interaction of Thyroid Hormone Receptor and Steroid Receptor Coregulator 2 | TRb/SRC2 Texas Red total fluorescence interference | Potency, µM (titrated, usually from 106 µM), inactives show at the highest dose fluorescence change, negative = quenching | hit rate 0.29% among 280,000 | AID 1479, 2009; active means well fitted curve in either direction with a large enough effect; inconclusive means small, poorly fitted or top-dose-only effect
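Human TRβ ligand-binding domain (0.6 uM) and Texas Red SRC2 peptide (20 nM) in Tris buffer with 1 uM T3 and 5% DMSO were incubated with pinned compound for 5 hr at ambient temperature. Total fluorescence was computed as S + 2P (555/632 nm).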
L3MBTL1 block: qHTS Assay for the Inhibitors of L3MBTL1 | Lethal(3)malignant brain tumor-like protein 1 (Homo sapiens), Q9Y468 | AlphaScreen L3MBTL1–H3K9me1 peptide binding | Potency, µM (top dose mostly 57.1 µM), inactives show at the top dose activity, negative = inhibition, most hits filed as inhibitors | hit rate 0.66% among 230,000 | AID 485360, 2010; further: nearly all actives have a fitted effect of over 60% in size
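Displacement of a biotinylated histone H3(1-15) peptide monomethylated at Lys9 (75 nM) from L3MBTL1 (50 nM) was measured by AlphaScreen after a 30 min room-temperature compound incubation; cefsulodin titration served as intraplate control.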
* marks the source's active call; other numbers are inactive results; ? = inconclusive; . = not tested or not shown; & = joins results of further samples; [ ] = another dose, or the depositor's remark. Unless noted, the call rests on the fitted dose curve; in most records, active means well fitted curve in the direction sought with a large enough effect; inconclusive means small, poorly fitted or top-dose-only effect, or another doubt; inactive means no such curve, though single readings can be large; an effect the other way counts as inactive or inconclusive. Unless noted, on the % scale 0 is the no-effect control and ±100 the full control effect; potency means the concentration at half of the fitted maximal effect. The order is random (roughly 8.5% active in at least one column).

Preview (five entries):
cpd	molecule	Tau FP inhib	TRb SRC2 PPI	ALDH1A1 block	Tau fluor counter
1	COc1cc(NC(=O)Cn2c(SCc3ccc(F)cc3)nc3cccnc32)cc(OC)c1	?	-4%	.	-16%
2	Cc1nc(Cc2nnc(SCc3nc(N)nc(Nc4ccccc4C)n3)o2)cs1	?	-2%	4%	-15%
3	COc1ccc(NC(=S)Nc2cccc(C(C)=O)c2)cc1OC	-6%	-4%	?	?
4	CCOC(=O)N1CCN(C(=O)CCCn2c(=S)[nH]c3ccsc3c2=O)CC1	6%	-3%	-3%	-5%
5	Clc1cccc(OCCN2CCOCC2)c1	3%	3%	-11%	2%

cpd	GLA spleen mod	Tau fibril ThT	TexasRed fluor	L3MBTL1 block
1	.	?	10%	.
2	8%	?	0%	-1%
3	0%	?	-3%	-8%[11.4 µM]
4	0%	?	-1%	.
5	-10%	-4%	-5%	-2%

All compounds of this part, repeating the preview:
cpd	molecule	Tau FP inhib	TRb SRC2 PPI	ALDH1A1 block	Tau fluor counter
1	COc1cc(NC(=O)Cn2c(SCc3ccc(F)cc3)nc3cccnc32)cc(OC)c1	?	-4%	.	-16%
2	Cc1nc(Cc2nnc(SCc3nc(N)nc(Nc4ccccc4C)n3)o2)cs1	?	-2%	4%	-15%
3	COc1ccc(NC(=S)Nc2cccc(C(C)=O)c2)cc1OC	-6%	-4%	?	?
4	CCOC(=O)N1CCN(C(=O)CCCn2c(=S)[nH]c3ccsc3c2=O)CC1	6%	-3%	-3%	-5%
5	Clc1cccc(OCCN2CCOCC2)c1	3%	3%	-11%	2%
6	CCN(CC)CC(=O)NCc1cc(-c2ccc(OC)cc2)no1	0%	6%	-12%	4%
7	COc1ccc(S(=O)(=O)N(CC(=O)Nc2cccnc2)c2ccc(C)cc2)cc1OC	-2%	-4%	.	-17%
8	COc1ccc(NC(=O)CN2C(=O)C(c3ccccc3)=NC23CCCCCC3)cc1	-6%	-2%	0%	-24%
9	O=C1CSC(c2cccnc2)N1CCc1ccccn1 (stereo not given)	14%	1%	.	10%
10	CC1CCC2C(=O)OC(COc3ccc(C(C)(C)C)cc3)CN2C1c1ccc(Br)cc1 (stereo not given)	3%&-1%&1%&3%&-4%[11.6 µM]	0%&0%&-3%&3%&-4%[11.2 µM]	22%&12%&4%&-2%&8%[13.5 µM]	-15%&-24%&-17%&-2%&-6%[11.6 µM]
11	COC(=O)c1cc(C(=O)OC)cc(N2C(=O)CC(NNC(=O)c3ccc(C)cc3)C2=O)c1 (stereo not given)	4%	4%	2%	-5%
12	COc1ccc(S(=O)(=O)Nc2cc(-c3cn4ccc(C)cc4n3)ccc2C)cc1OC	17%	-2%	.	?

cpd	GLA spleen mod	Tau fibril ThT	TexasRed fluor	L3MBTL1 block
1	.	?	10%	.
2	8%	?	0%	-1%
3	0%	?	-3%	-8%[11.4 µM]
4	0%	?	-1%	.
5	-10%	-4%	-5%	-2%
6	4%	-2%	-2%	2%
7	.	-5%	5%	.
8	-5%	-9%	1%	-3%
9	23%	.	-2%	.
10	-1%&-8%&11%&-6%&-4%[17.5 µM]	-10%&-18%&-16%&-5%&0%[11.5 µM]	-1%&1%&0%&-3%&-3%[11.2 µM]	.
11	2%	0%	-7%	-19%
12	.	-15%	0%	.

Later entries:
cpd	molecule	Tau FP inhib	TRb SRC2 PPI	ALDH1A1 block	Tau fluor counter
13	O=C(NCC1(N2CCCCC2)CCCCC1)C1CC(=O)N(c2ccc3c(c2)OCCO3)C1 (stereo not given)	-8%	8%	4%	-1%
14	COc1ccc(-c2nc(CS(=O)CC(=O)NCc3cccnc3)c(C)o2)cc1 (stereo not given)	4%	3%	?	-4%
15	CC(NC(=O)CCc1nnc(C2(c3ccc(Cl)cc3)CCC2)o1)C1CC1 (stereo not given)	4%	4%[53 µM]	3%	4%
16	CC(C)(C)C(=O)N1CCn2c1nc1ccccc12	-4%	0%	5%	5%
17	CC(C)C1=NN2C(=N)CC(=O)N=C2S1	-4%	-10%[53 µM]	0%	-6%
18	Cn1ccnc1C1CCCCN1Cc1nc(Cc2ccccc2F)no1 (stereo not given)	3%	-3%	-5%	3%
19	COc1ccccc1Oc1nnnn1-c1ccc(C(N)=O)cc1	6%	-15%	13µM*	4%
20	CCCCCNCc1ccc(Cl)cc1	-4%	-2%	2%	-5%
21	O=C(Nc1cccnc1)c1cccnc1	6%	1%	-3%	1%
22	Cc1cc(C)cc(Nc2nc(-c3ccc(S(=O)(=O)N4CCCC4)cc3)cs2)c1	?	5%	?	?
23	Cc1ccccc1NS(=O)(=O)c1ccc(F)cc1	-4%	-8%	3%	-6%
24	Cc1ccc(NC(=S)N(CCCN(C)C)Cc2cc3cc4c(cc3[nH]c2=O)OCO4)cc1	8%	-3%	3%	9%

cpd	GLA spleen mod	Tau fibril ThT	TexasRed fluor	L3MBTL1 block
13	-10%	-1%	-2%	?
14	5%	-25%	0%	.
15	-15%	7%	-2%[53 µM]	0%
16	3%	2%	-1%	-8%
17	11%	-6%	-1%[53 µM]	9%
18	-6%	0%	-2%	-11%
19	-6%	1%	-1%	.
20	-4%	-10%	-2%	.
21	8%	7%	1%	15%[11.4 µM]
22	-2%	-7%	-2%	-9%
23	13%	-6%	-5%	.
24	-3%	1%	-2%	-2%

New compounds follow
cpd	molecule	Tau FP inhib	TRb SRC2 PPI	ALDH1A1 block	Tau fluor counter
25	Cc1cc(C)nc(SCC(=O)N/N=C/C=C/c2ccccc2)n1	-8%	8%	?	1%
26	COCCn1nnnc1C(C(C)C)N1CCCC(C)C1 (stereo not given)	-4%	0%	?	-12%
27	CC1=C(C(=O)Nc2cccnc2)C(c2ccc3c(c2)OCO3)C2=C(CCCC2=O)N1 (stereo not given)	-5%	-3%	?	-7%
28	Cc1nc2nc[nH]n2c(=O)c1C/C=C/c1ccccc1	-1%	12%	3%	0%
29	Cc1nc2ccccc2cc1C(=O)N/N=C/c1ccco1	1%	2%[53 µM]	-5%	15%
30	COc1ccccc1CNC(=O)CCCNS(=O)(=O)c1cccc2nsnc12	13%	3%	-10%	3%
31	CCOc1ccc(N2C(=O)CC(N(CCc3ccc(OC)c(OC)c3)C(=O)/C=C/C(=O)O)C2=O)cc1 (stereo not given)	1%	4%	.	-3%
32	CCOC(=O)C1=C(C)N=c2s/c(=C/c3ccco3)c(=O)n2C1c1cccc(OC)c1 (stereo not given)	?	-3%	3.5µM*	-23%
33	C=C1C[C@]23C[C@@]1(O)CC[C@H]2[C@@]12C=C[C@H](O)C(C)(C(=O)O1)[C@H]2[C@@H]3CC(=O)O	-4%	1%	10%	0%
34	COc1cccc(CN2C(=O)C3CCCN3c3ccc(S(=O)(=O)N4CCOCC4)cc32)c1 (stereo not given)	-2%	30%	?	-2%
35	O=C(NC1CCCC1)C(=O)N(c1ccccc1F)C(C(=O)NCC1CCCO1)c1cccs1 (stereo not given)	12%	4%	-5%	-4%
36	COc1ccc(/C=C/C(=O)c2cc(Cl)ccc2O)c(OC)c1	-5%	1%	.	-24%

cpd	GLA spleen mod	Tau fibril ThT	TexasRed fluor	L3MBTL1 block
25	8%	9%	-1%	-13%
26	14%	-16%	-1%	1%
27	6%	-6%	-4%	.
28	3%	-11%	-4%	.
29	8%	18%	-1%[53 µM]	-1%
30	0%	8%	2%	10%
31	-7%	.	-4%	.
32	2%	14µM*	-4%	?
33	-2%	-1%	1%	.
34	-9%	0%	18%	2%
35	2%	-12%	-12%	-15%
36	7%	16µM*	1%	?

Next part:
cpd	molecule	Tau FP inhib	TRb SRC2 PPI	ALDH1A1 block	Tau fluor counter
37	CCc1ccc(-n2nc(CO)c(C(=O)NC(C)c3ccc(Cl)cc3)n2)cc1 (stereo not given)	-1%	-3%	.	-7%
38	Cc1cccc(-n2c(SCC(N)=O)nnc2-c2ccccn2)c1C	2%	-2%	2%	1%
39	O=C(CCN1C(=O)COc2ccccc21)NCc1cccnc1	-5%	-1%	6%	-1%
40	Cc1ccc(-n2nc(C(=O)O)nc2-c2ccccc2)cc1	0%	3%	3%	-5%
41	Cc1ccc(C(=O)Nc2ccc(S(=O)(=O)NCc3ccco3)cc2)cc1	?	-9%	?	-16%
42	Nc1nc(Nc2ccccc2)nc(NCc2ccco2)c1[N+](=O)[O-]	?	-1%	-9%	13µM*[quencher]
43	Cc1cccc(NC(=S)N(CCCN2CCCC2)Cc2cccn2Cc2ccc(Cl)cc2)c1	10%	-4%	?	-14%
44	O=C(NC(=S)Nc1ccc(CN2CCOCC2)cc1)c1ccccc1[N+](=O)[O-]	-2%	-6%	?	0%
45	CCN(CC)c1ccc(/C=N/N2CCN(Cc3cccc4ccccc34)CC2)c(O)c1	4%	-2%	?	-25%
46	CCN(CC)CCNC(=O)/C(=C/c1cn(CC)c2ccccc12)NC(=O)c1cc(OC)c(OC)c(OC)c1	8%	-5%	6%	-4%

cpd	GLA spleen mod	Tau fibril ThT	TexasRed fluor	L3MBTL1 block
37	.	-7%	-1%	.
38	13%	-9%	-2%	?
39	-4%	-1%	-3%	-2%
40	2%	-11%	-2%	.
41	1%	?	-6%	.
42	-5%	?	-3%	-11%
43	-5%	-15%	0%	.
44	4%	-3%	?	6%
45	11%	?	3%	-8%
46	-5%	0%	-2%	.

Taken from above:
compound 46 | Tau fibril ThT: 0%
compound 43 | GLA spleen mod: -5%
compound 44 | Tau fluor counter: 0%

Source: PubChem BioAssay
